GLS inhibitor: inhibitors of human glutaminase (GLS). O94925. GLS enzymatic activity, qHTS titration. Potency, µM (doses to about 45.5 µM), without a hit: at the highest dose activity change, negative = inhibition, hits mostly inhibitors. actives 0.21% (n = 410,000). AID 624170; active = well fitted inhibition curve with a large enough effect; inconclusive = small, poorly fitted or top-dose-only effect, or another doubt; inactive = no such curve, though single readings can be large or run the other way
Target sequence (O94925 whole entry, looked up): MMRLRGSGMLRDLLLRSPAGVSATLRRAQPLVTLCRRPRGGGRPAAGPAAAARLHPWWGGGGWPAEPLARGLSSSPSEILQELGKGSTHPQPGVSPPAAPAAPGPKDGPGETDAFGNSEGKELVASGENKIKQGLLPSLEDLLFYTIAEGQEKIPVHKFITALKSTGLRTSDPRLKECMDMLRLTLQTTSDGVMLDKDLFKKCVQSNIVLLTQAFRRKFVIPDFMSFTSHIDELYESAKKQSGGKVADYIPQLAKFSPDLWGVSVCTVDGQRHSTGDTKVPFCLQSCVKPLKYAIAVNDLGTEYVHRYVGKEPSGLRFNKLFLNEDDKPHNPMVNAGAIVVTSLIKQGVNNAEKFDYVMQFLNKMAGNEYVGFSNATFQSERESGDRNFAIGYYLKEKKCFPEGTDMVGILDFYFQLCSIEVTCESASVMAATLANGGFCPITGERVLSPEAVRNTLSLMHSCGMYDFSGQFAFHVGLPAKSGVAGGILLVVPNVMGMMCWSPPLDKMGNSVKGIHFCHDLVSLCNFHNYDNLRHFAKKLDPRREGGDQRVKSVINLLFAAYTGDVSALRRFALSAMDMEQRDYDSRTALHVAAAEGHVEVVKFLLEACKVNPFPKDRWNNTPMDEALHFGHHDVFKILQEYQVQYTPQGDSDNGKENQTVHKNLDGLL
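Assay buffer: 45 mM KH2PO4 pH 8.2, 0.02% Tween-20. hKGA acts on L-glutamine (1 mM solution added); product glutamate is reported by an oxidase/peroxidase Amplex Red coupling, with fluorescence taken at baseline and 30 min.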
Active calls of the source: *; ? = inconclusive. % is set by controls: 0 for no effect and ±100 for the full control effect; potency is the fitted concentration of half-maximal effect. The list is partial; count on the stated rates, not on these rows.

SMILES | GLS inhibitor
COc1ccc(NC(=O)C2(C)CCN2C2Cc3ccccc3C2)cc1OC (configuration not stated) | 4%
CC1=C(C(=O)N(C)C)CC(CC(=O)NC2CCCCC2)C(=O)N1Cc1ccc(F)cc1 (configuration not stated) | -14%
CSc1ccc(-c2ccc3c(c2)c(Sc2ccccc2)c(-c2ccccc2)n3C)cc1 | 1%
CS(=O)(=O)c1ccc(Nc2nc(C(N)c3ccccc3Cl)cs2)cc1 (configuration not stated) | -7%
Cc1cccc(CN2CCN(C3CN(Cc4cn(Cc5ccccc5)nn4)S(=O)(=O)C3)CC2)c1 (configuration not stated) | 1%
COc1ccc(CNc2nn3c(-c4cccc(C(=O)N(C)C)c4)cnc3s2)cc1 | 0%
CCCCn1nnnc1C(c1ccccc1)N1CCN(CC)CC1 (configuration not stated) | 0%
COc1cc(C(O)c2nc(-c3cccs3)cs2)ccc1F (configuration not stated) | 5%
O=S1(=O)N[C@@H](Cc2ccccc2)COc2cc(N3CCC[C@H]3CO)ccc21 | 12%
O=C(NCC1CCCO1)c1[nH]c(C(F)(F)F)nc1-c1ccccc1 (configuration not stated) | 1%
CC1(C(=O)NS(=O)(=O)c2ccc(F)cc2F)CCN1C(=O)Cc1cccc2ccccc12 (configuration not stated) | 8%
CC(=O)OC[C@@H]1CN(Cc2ccccc2)C[C@H](n2cnc3c(NC4CCC4)ncnc32)O1 | -11%
CCCc1c(-c2cccc(Br)c2)ncn1Cc1ccccc1OC | 1%
O=C(Nc1ccc(Cl)cc1)c1csc([C@@H]2O[C@H](CO)[C@H](O)[C@H](O)[C@H]2O)n1 | 4%
Cc1cccc(C)c1-n1nnnc1C1c2ccccc2C(=O)N1CCC(C)C (configuration not stated) | 16%

Grouped by structure: the entries above with a halogen (seven)
SMILES | GLS inhibitor
CC1=C(C(=O)N(C)C)CC(CC(=O)NC2CCCCC2)C(=O)N1Cc1ccc(F)cc1 (configuration not stated) | -14%
CS(=O)(=O)c1ccc(Nc2nc(C(N)c3ccccc3Cl)cs2)cc1 (configuration not stated) | -7%
COc1cc(C(O)c2nc(-c3cccs3)cs2)ccc1F (configuration not stated) | 5%
O=C(NCC1CCCO1)c1[nH]c(C(F)(F)F)nc1-c1ccccc1 (configuration not stated) | 1%
CC1(C(=O)NS(=O)(=O)c2ccc(F)cc2F)CCN1C(=O)Cc1cccc2ccccc12 (configuration not stated) | 8%
CCCc1c(-c2cccc(Br)c2)ncn1Cc1ccccc1OC | 1%
O=C(Nc1ccc(Cl)cc1)c1csc([C@@H]2O[C@H](CO)[C@H](O)[C@H](O)[C@H]2O)n1 | 4%

Later entries:
SMILES | GLS inhibitor
NCc1csc(NC(=O)Nc2cccc(C(F)(F)F)c2)n1 | 6%
COC(=O)[C@H](CC(C)C)NC(=O)CC[C@H]1O[C@@H](n2ccc(=O)[nH]c2=O)[C@H](O)[C@@H]1O | -6%
CCC(=O)N1CCCC(C(=O)NS(=O)(=O)c2cc(C)c(Cl)cc2C)CC1 (configuration not stated) | 5%
CCc1nc2c(OCC3COc4ccccc4O3)cccn2c1N(C)C(=O)c1ccccc1F (configuration not stated) | -4%
CC(C)(C)Cc1c(C2CCCCC2)nc2ccc(Br)cn12 | -11%
COC(=O)c1ccc2nc(-c3ccc(OC)c(OC)c3)c(Cc3ccc(C)cc3)n2c1 | -11%
N#Cc1ccc(-c2nc3ccc(Cl)cn3c2Cc2ccccc2)cc1 | -4%
CC(C)C[C@H]1CNC(=O)C(=O)N1C[C@H]1CCCN1C[C@H](CC(C)C)N1C[C@H](Cc2ccccc2)N(CCc2ccccc2)C(=O)C1=O | -3%
OC(c1ccc(F)cc1)c1nc(-c2ccncc2)cs1 (configuration not stated) | -3%
CCc1nc2ccc(C(=O)N3CCN(C(=O)c4ccco4)CC3)cn2c1N(C)C(=O)c1cccc(OC)c1 | -1%
N#Cc1ccc(-c2nc3ccc(Br)cn3c2Cc2cccc(Cl)c2)cc1 | 6%
CCCN(CCC)Cc1cc(=O)oc2cc(OC)ccc12 | 3%
COc1ccc(-c2cnc3c(NC=O)cc(-c4ccccc4OC)cn23)cc1OC | -16%
CC(C)CNc1ncnc2c1ncn2[C@H]1CN(CCc2ccccc2)C[C@@H](CO)O1 | 8%
Cc1cc2nc(-c3ccco3)c(Cc3cccc(Cl)c3)n2c(C)c1Br | -22%
CCN(CC)CCN1CCN(c2cncc(-c3ccc4ccccc4c3)n2)CC1 | 27%
COc1ncc(-c2ccc(N3C(c4ccsc4)=Cc4ccc(F)cc4C3CC(=O)c3ccco3)cc2)cn1 (configuration not stated) | 16%
O=S(=O)(Nc1ccc(C(O)(C(F)(F)F)C(F)(F)F)cc1)c1cccc2cccnc12 | 12%
CCOC(=O)[C@]12CCC=C1N(Cc1cccc3ccccc13)C(=O)[C@H](CC(=O)N1CCCC1)C2 | -6%
CCOC(=O)N(C)c1c(CC)nc2c(OCCOc3ccccc3)cccn12 | -3%
CSc1ccc(CNC(=O)C2(C)CCCN(C(C)C)C2)cc1 (configuration not stated) | 3%
CCOC(=O)C1=CCC(c2ccccc2)N(S(=O)(=O)c2ccccc2)C1 (configuration not stated) | -4%
CC1OC(C(C)(C)C)CC2=C1C(=O)OC(C)(C)O2 (configuration not stated) | -11%
CCCCCCCCN1C(=O)[C@H](CC(=O)N2CCOCC2)C[C@@]2(C(=O)OC)CCCCC=C12 | -18%
NC(=O)c1ccc(-c2ccc(N3C(c4ccsc4)=Cc4ccc(F)cc4C3CC(=O)c3ccco3)cc2)cc1 (configuration not stated) | 8%
CCOC(=O)C1(C)CCCN(C(=O)c2ccc(OC(F)F)cc2)C1 (configuration not stated) | -2%
CC(C)C[C@@H]1CN(CCCC[C@H]2CNC(=O)C(=O)N2CCC2CCCCC2)C(=O)C(=O)N1CCc1ccc(O)cc1 | -19%
Cc1csc(-c2cc(C(=O)NCc3cc(C(F)(F)F)cc(C(F)(F)F)c3)n[nH]2)c1 | 5%
CCOC(=O)C1=CCN(S(=O)(=O)c2ccccc2Cl)C1c1ccccc1 (configuration not stated) | 13%
COc1ccc(-n2nnnc2C(CCc2ccccc2)N2CCN(C/C=C/c3ccccc3)CC2)cc1 (configuration not stated) | -1%
CC1(C(=O)NS(C)(=O)=O)CCN1C(=O)C/C=C/c1ccccc1 (configuration not stated) | -1%
N#Cc1cccc(-c2csc(C(O)c3ccc(F)cc3)n2)c1 (configuration not stated) | 2%
CC1(C(=O)Nc2ccc3c(c2)OCCO3)CCN1C(=O)Cc1ccc(-c2ccccc2)cc1 (configuration not stated) | -10%
Oc1cccc2cc(-c3ccncc3)cnc12 | ?
COCCNc1ncnc2c1ncn2[C@H]1CN(Cc2ccc(Cl)cc2)C[C@@H](CO)O1 | -1%
Clc1ccccc1Nc1nc(NCc2ccccc2)nc2ccsc12 | 10%
OC[C@@H]1CN(Cc2ccc(Cl)cc2)C[C@H](n2cnc3c(NCc4ccco4)ncnc32)O1 | -8%
CC(=O)NC(c1ccc(F)c(F)c1)c1nc(-c2ccc(C)c(C)c2)cs1 (configuration not stated) | 0%
COc1ccc(OC(=O)N(C)C[C@@H]2OCc3cn(nn3)CCCC(=O)N([C@H](C)CO)C[C@H]2C)cc1 | -9%
CC(C)c1ccc(NC(=O)Nc2nc(C(N)c3ccccc3Cl)cs2)cc1 (configuration not stated) | 2%
CCCCC[C@H](C)N1C[C@@H](COCc2ccccc2)Oc2cc(N3CC[C@@H](O)C3)ccc2S1(=O)=O | 21%
COc1cccc(-c2cc(CNC(=O)[C@H]3O[C@@H](n4ccc(N)nc4=O)[C@H](O)[C@@H]3O)no2)c1 | 19%
O=C(CC1c2ccccc2C=C(c2ccsc2)N1c1ccc(-c2cccnc2)cc1)C1CC1 (configuration not stated) | 20%
COC(=O)[C@]12CCCCC=C1N(Cc1ccc(Cl)cc1Cl)C(=O)[C@H](CC(=O)NCc1cccs1)C2 | 1%
COc1ccc(C(=O)N2CCC2(C)C(=O)O)cc1F (configuration not stated) | -1%

Entries from the list above that have bromine, in the order listed:
SMILES | GLS inhibitor
CCCc1c(-c2cccc(Br)c2)ncn1Cc1ccccc1OC | 1%
CC(C)(C)Cc1c(C2CCCCC2)nc2ccc(Br)cn12 | -11%
N#Cc1ccc(-c2nc3ccc(Br)cn3c2Cc2cccc(Cl)c2)cc1 | 6%
Cc1cc2nc(-c3ccco3)c(Cc3cccc(Cl)c3)n2c(C)c1Br | -22%

Additional structures:
SMILES | GLS inhibitor
O=C(C[n+]1ccc2ccccc2c1)c1ccc2ccc3ccccc3c2c1 | -5%
CCc1ccc(OC2(C)CCN(Cc3ccc4c(c3)OCCO4)C2)cc1 (configuration not stated) | -4%
CC(=O)NC(c1cccc(F)c1)c1nc(-c2ccoc2)cs1 (configuration not stated) | 2%
O=C(NCc1cccc(C(F)(F)F)c1)c1ccc2nc([C@@H]3O[C@H](CO)[C@@H](O)[C@H]3O)[nH]c2c1 | -26%
Cc1ccccc1C(NC(=O)C1CCN(Cc2ccc(Oc3ccccc3)cc2)CC1)c1ccsc1 (configuration not stated) | -4%
Cc1cccc(C)c1NC(=O)Nc1nnc([C@@H]2C[C@H](O)[C@@H](CO)O2)s1 | -3%
CCc1nc2ccc(C(=O)N3CCN(C(=O)c4ccco4)CC3)cn2c1N(CC)CCOC | 11%
CCc1nc2c(OCC(=O)C(C)(C)C)cccn2c1N(C=O)CC(=O)N(C)C | -19%
Cc1nc2c(OCc3ccc(OC(F)F)cc3)cccn2c1N(C)C(=O)CCC1CCCC1 | -12%
CC(C)(C)n1nnnc1C(c1ccccc1)N1CCN(c2ncccn2)CC1 (configuration not stated) | -3%
CCOC(=O)[C@]12CCCC=C1N(Cc1ccc(Cl)cc1Cl)C(=O)[C@H](CC(=O)NCCCOC)C2 | 6%
CN(C)CCCNc1nc2cc(-c3cnn(Cc4ccccc4)c3)sc2c(=O)n1C | -14%
CC(=O)Nc1ccc(CNc2nc3cc(-c4cccc(C(F)(F)F)c4)sc3c(=O)n2C)cc1 | 1%
O=S1(=O)CC(N2CCN(CCO)CC2)CN1CCc1ccccc1 (configuration not stated) | 3%
CC(=O)Nc1ccc(C(=O)N2CCCCC2c2cc(C(=O)Nc3ccccc3Cl)no2)cc1 (configuration not stated) | 4%
C#CCNC(=O)C[C@@H]1C[C@@]2(C(=O)OCC)CCC=C2N(Cc2ccco2)C1=O | ?
O=C(Nc1ccc2c(c1)OCO2)c1cc(C2CCCN(C(=O)CCc3ccccc3)C2)on1 (configuration not stated) | -4%
CCCN(C)C1CN(Cc2cn(Cc3cccc(C(F)(F)F)c3)nn2)S(=O)(=O)C1 (configuration not stated) | -24%
CC(=O)NC(c1ccccc1)c1nc(-c2cccc(C(F)(F)F)c2)cs1 (configuration not stated) | -4%
Fc1ccc(-c2nc3c(Cl)cc(C(F)(F)F)cn3c2Cc2cccc(F)c2)cc1 | 2%
CC(CN(C)C)CN1c2ccccc2S(=O)(=O)c2ccccc21 (configuration not stated) | -7%
CC(=O)Nc1ccc(CNc2nc(NCCN(C)C)nc3cc(-c4ccccc4)sc23)cc1 | 3%
CCOC(=O)[C@]12CCCC=C1N(Cc1ccc3c(c1)OCO3)C(=O)[C@H](CC(=O)N1CCCC1)C2 | -1%
CCCS(=O)(=O)NC(=O)C1(C)CCCN(C(=O)c2ccc(SC(F)(F)F)cc2)C1 (configuration not stated) | 4%
COc1cc(Cn2c3ccc(NC(=O)CCc4ccc(O)cc4)cc3c(=O)n2C)ccc1F | -6%
COc1ccc(C)cc1-n1nnnc1SCc1nc(N)nc(N(C)C)n1 | 9%
CN(C)C(=O)c1cccc(-c2cnc3c(NC=O)cc(-c4ccccc4N(C)C)cn23)c1 | 13%
O=[N+]([O-])c1ccc(Oc2ccc(N=C=S)cc2)cc1 | 3%
COc1ccc(Cc2c(-c3ccc(C)cc3)nc3ccc(Cl)cn23)c(C)c1 | -5%
O=C(CC[C@H]1O[C@@H](n2cnc3c(NC(=O)c4ccccc4)ncnc32)[C@H](O)[C@@H]1O)NCc1ccccn1 | -4%
CC(C)C[C@@H](CN1CCC[C@H]1CN1C(=O)C(=O)NC[C@@H]1Cc1ccccc1)N1C[C@H](Cc2ccccc2)N(CC2CCCCCC2)C(=O)C1=O | 9%
O=C(c1[nH]c(C(F)(F)F)nc1-c1ccccc1)N1CCC2(CC1)C(=O)NCN2c1ccccc1 | 18%
Nc1[nH]c(C(=O)c2ccccc2)c(-c2ccccc2Br)c1C(=O)c1ccccc1 | 8%
Cc1c(Br)cccc1NC(=O)C1(C)CCN1C(C)C (configuration not stated) | 5%
CCOC(=O)C1CCCN(C(=O)C2(c3ccc(Cl)cc3)CCCC2)CC1 (configuration not stated) | 3%
COc1ccc(-c2nc(NCCN(C)C)nc3ccsc23)c(C)c1 | 3%
CC1(C(=O)Nc2ccc3[nH]ncc3c2)CCN1C(=O)Cc1ccc(-c2ccccc2)cc1 (configuration not stated) | 3%
CC1CCC(C(C)C)C(NC(=O)c2ccncc2)C1 (configuration not stated) | -5%
COc1ccc(C(C)=O)cc1Cn1c(C)c(C(=O)NC2CC2)sc1=O | -6%
CCCCn1nnnc1C1(C)CCC(=O)N1CC(F)(F)F (configuration not stated) | 1%
CC(C)(C)C(=O)Nc1nnc([C@H]2C[C@H](O)[C@@H](CO)O2)s1 | 1%
CC1(C(=O)NS(=O)(=O)c2ccc(F)cc2F)CCN1C(=O)CCc1ccc(Cl)cc1Cl (configuration not stated) | 1%
COc1cccc(-c2nc3nc(C)cc(C)n3c2NC2CCCC2)c1 | 9%
O=C(Nc1ccc2c(c1)OCO2)c1ccc2sc([C@@H]3O[C@H](CO)[C@@H](O)[C@H]3O)nc2c1 | 0%
Cc1cccc2sc(=S)[nH]c12 | ?
CCOC(=O)C1(C)CCN1C(=O)c1ccccc1C (configuration not stated) | 7%
CC(C)c1ccc(CC(=O)N2CCC2(C)C(=O)Nc2ccccc2)cc1 (configuration not stated) | 0%
CCOc1ccc(CCN2C(=O)C(=O)N([C@@H](Cc3ccccc3)CN3CCC[C@H]3CN3C(=O)C(=O)NC[C@@H]3Cc3ccc(O)cc3)C[C@@H]2CC(C)C)cc1 | 2%
